Screening results as filed in PubChem.
p-CIP stab down: lowers stability of the mouse p/CIP coactivator protein; hit rate 0.01% among 290,000; AID 1984; F442A p/CIP-EGFP cells, EGFP fluorescence, 16 h; decrease of EGFP signal, % at 10 µM; Q05BA5;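 active = EGFP signal decrease of at least 30% at 10 µM or well 3 SD below plate mean, unless failing retest; inactive = the rest, including hits failing retest or dose response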; also: some compounds called inactive have numbers as strong as hits; many of its hits are not listed in these tables
CHRM4 PAM: positive allosteric modulators of human muscarinic M4 receptor | P08173 | CHO-K1 hM4/Gqi5, Fluo-8 calcium fluorescence, ACh EC20; 0% = ACh EC20, 100% = maximal ACh | activation, % at 3 µM | hit rate 0.4% among 360,000 | AID 624126;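 active = activation above its plate's cutoff, the mean activation of sample wells plus 3 SD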; also: some results filed as inactive read as strong as hits
Target sequence (P08173 whole entry, looked up): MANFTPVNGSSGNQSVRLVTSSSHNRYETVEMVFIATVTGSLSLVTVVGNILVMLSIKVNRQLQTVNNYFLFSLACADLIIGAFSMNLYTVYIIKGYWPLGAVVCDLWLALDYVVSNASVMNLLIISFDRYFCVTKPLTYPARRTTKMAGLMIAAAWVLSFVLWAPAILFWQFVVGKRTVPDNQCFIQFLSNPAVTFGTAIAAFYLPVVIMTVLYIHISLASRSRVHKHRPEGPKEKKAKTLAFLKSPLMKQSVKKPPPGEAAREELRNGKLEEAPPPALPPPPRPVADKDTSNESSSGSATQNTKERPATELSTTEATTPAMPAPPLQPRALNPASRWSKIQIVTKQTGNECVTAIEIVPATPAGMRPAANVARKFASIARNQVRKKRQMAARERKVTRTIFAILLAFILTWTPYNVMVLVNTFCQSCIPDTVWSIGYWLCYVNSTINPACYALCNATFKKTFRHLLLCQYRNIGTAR
MEKK3 PB1 HTS: raises or lowers MEK5 binding to the human MEKK3 PB1 domain; Q99759; bead-based flow cytometry, Alexa488-MEK5 binding to MEKK3; actives lie on both sides; 0 = blocked by unlabeled MEK5, 100 = vehicle; binding response (% of control), % at 10 µM; hit rate 1.4% among 290,000;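 active = binding response more than 3 SD above or below the average of its plate-row segment, actives on both sides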;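 also: Alexa488 bead fluorescence after subtracting the streptavidin-only scavenger bead signal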
PHOSPHO1 inh: PHOSPHO1 (human) inhibition; hit rate 1.1% among 290,000; inhibition, % at 13.3 µM; recombinant PHOSPHO1, absorbance phosphatase assay; Q8TCT1; in the data active = inhibition above about 60%
Target sequence (Q8TCT1 whole entry, looked up): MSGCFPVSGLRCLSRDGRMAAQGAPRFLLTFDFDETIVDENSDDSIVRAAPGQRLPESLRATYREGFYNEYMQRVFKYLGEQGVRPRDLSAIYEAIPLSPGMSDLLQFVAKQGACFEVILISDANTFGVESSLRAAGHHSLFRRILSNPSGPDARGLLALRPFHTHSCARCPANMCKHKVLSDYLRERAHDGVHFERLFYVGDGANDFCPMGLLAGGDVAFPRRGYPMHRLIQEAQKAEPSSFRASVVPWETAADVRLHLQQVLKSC
IDE inh: inhibitors of human insulin-degrading enzyme in cells; HEK cells, FAbetaB cleavage, fluorescence polarization; inhibition, % at 5.59 µM; hit rate 0.41% among 320,000;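 active = percent inhibition above the average of all tested compounds plus 3 SD, set per screening campaign, cut at about 16% in these data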;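 also: IDE supplied by intact live HEK cells; FP after avidin binding of uncleaved biotin substrate so inhibition keeps polarization high; 0% = DMSO wells and 100% = 60 µM reference IDE inhibitor Ii1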
GalR3 antagonist: human GalR3 antagonism; O60755; AID 651719; inhibition, % at 3 µM; hit rate 0.44% among 360,000; HEK293 GalR3-CNG cAMP membrane potential fluorescence; galR3 body fused to GalR1 C-terminus;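 active = inhibition above the screen-wide average plus 3 SD, cut at about 13% in these data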;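 also: forskolin and galanin both at EC90 stimulate the cells; cAMP rise reported by CNG channel membrane potential dye signal; 0% = forskolin plus galanin with DMSO and 100% = forskolin alone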
Target sequence (O60755 1-299 limits assumed): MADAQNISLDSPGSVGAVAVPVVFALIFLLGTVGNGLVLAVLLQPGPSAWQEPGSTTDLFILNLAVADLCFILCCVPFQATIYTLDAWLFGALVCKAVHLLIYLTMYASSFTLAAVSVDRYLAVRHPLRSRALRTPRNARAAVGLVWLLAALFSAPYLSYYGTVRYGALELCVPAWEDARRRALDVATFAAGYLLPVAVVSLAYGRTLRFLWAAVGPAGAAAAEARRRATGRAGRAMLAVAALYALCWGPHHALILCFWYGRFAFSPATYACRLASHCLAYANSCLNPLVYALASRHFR
CRFBP-R2 agonist: agonists of human CRF-binding protein/CRF-R2 receptor complex; AID 588473; hit rate 0.46% among 350,000; HEK293 CRF-R2/CRF-BP, calcium dye fluorescence (FLIPR); percent of saturating CRF peptide response; activation, % at 13.2 µM;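 active = activation of at least 50%, plus an integration ratio under a set limit after plate pattern correction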;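 also: plate controls were neutral control wells without compound for no effect and CRF at EC100 for full effect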
IDE act: boosts human insulin-degrading enzyme activity in HEK cells; P14735; FAbeta-B cleavage, fluorescence polarization; 0% vehicle, 100% cell-free pure enzyme wells; activation, % at 5.96 µM; hit rate 0.073% among 340,000; AID 493087;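 active = activation above the mean of all tested compounds plus 3 SD, set per screening campaign, cut at about 17% in these data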
CRFBP-R2 block: CRF-BP/CRF-R2 complex antagonism. hit rate 0.59% among 350,000. inhibition, % at 11.8 µM. AID 588475. HEK293 CRF-R2/CRF-BP, CRF-induced calcium fluorescence;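 active = inhibition of the ligand-induced calcium signal above about 50% at the single tested concentration, limit read from the data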
* marks the source's active call; other numbers are inactive results; . = no result given.

SMILES	p-CIP stab down	CHRM4 PAM	MEKK3 PB1 HTS	PHOSPHO1 inh	IDE inh	GalR3 antagonist	CRFBP-R2 agonist	IDE act	CRFBP-R2 block
Cc1ccc(C2C(C(=O)c3cc4ccccc4o3)=C(O)C(=O)N2CCN2CCOCC2)cc1 (configuration not stated)	-2	4	102	18	3	-7	-0.8	3	8
COc1ccc(NC(=O)COc2ccccc2Cc2ccccc2)cn1	.	-2	.	.	-3	-5	-1.1	1	18
CCc1ccc(CCC(=O)Nc2sc3c(c2C#N)CCCC3)o1	4	0	101	27	0	1	-1.6	-8	-3
COc1ccc(CNC(=O)Cn2cc(C(F)(F)F)ccc2=O)cc1OC	-21	4	101	18	-2	-9	-0.6	0	-1
CCOc1ccc2c(c1)sc(=NC(=O)C1CC1)n2C	-11	6	79	-22	0	-8	1.2	1	15
Nc1ccn(CC(=O)NCc2ccccc2)c(=O)n1	.	8	.	.	-2	2	-1.9	4	-4
c1ccc2cc(Sc3ncnc4c3oc3ccccc34)ccc2c1	-7	14	95	10	0	-2	5.1	-1	6
COc1ccc(S(=O)(=O)N2CCN(c3ccccc3)CC2)cc1OC	.	-5	.	.	.	-4	-1.5	.	1
CSC1=NCCN1S(=O)(=O)c1ccc(Cl)cc1	4	1	102	-2	3	-2	-1.2	0	-3
O=C(CNc1cc(S(=O)(=O)N2CCCC2)ccc1OCC(F)(F)F)Nc1ccc(SC(F)F)cc1	-11	-1	144*	-10	-2	1	19	-9	0
COc1ccc(-c2cnnc(N/N=C/c3ccc(O)cc3)n2)cc1	-3	-5	128*	42	0	3	-6.0	1	9
O=C(CSc1nc2ccccc2o1)Nc1nc(-c2ccccc2)cs1	3	2	109	-10	5	-2	3.7	-10	-3
Cn1c(=O)c2c(nc(Oc3ccccc3N)n2C)n(C)c1=O	0	-6	103	.	.	-10	-0.5	1	-9
Cc1nc2sc(C(c3cccs3)N3CCN(c4ccccc4)CC3)c(O)n2n1 (configuration not stated)	-11	6	107	19	6	.	-0.7	0	21
COCc1cc(C)nc(NC2CCCCC2)c1C#N	2	14	103	-17	1	-6	0.5	-1	-7
COc1ccc(OC)c(C2CC(=O)N3CN(c4ccccc4)CSC3=C2C#N)c1 (configuration not stated)	-3	5	101	83*	7	.	1.9	-31	8
Cc1ccc(SC(C)c2nc(-c3ccncc3)no2)cc1 (configuration not stated)	-7	-5	102	-10	0	-4	-0.5	1	36
O=C(C[C@@H]1C/C=C/CC[C@H](Cc2ccc(F)cc2)C(=O)OC[C@@H](Cc2ccccc2)NC1=O)N[C@H](CO)Cc1ccccc1	.	-2	.	.	2	-4	3.3	2	2
Cc1nc(-c2ccc(C(=O)O)cc2)cs1	-9	-1	98	5	0	-3	0.1	6	11
COC(=O)c1cccc(Nc2ncnc3sccc23)c1	5	-2	97	-24	1	-5	-3.7	-1	0
CSc1nc2c(c(=O)[nH]1)C(c1cccc(Cl)c1)CC(=O)N2 (configuration not stated)	13	8	108	20	0	-3	-0.3	5	16
C[C@H](CO)N1C[C@H](C)[C@@H](CN(C)C(=O)c2ccccc2)OCc2cn(nn2)CCCC1=O	.	-6	.	.	.	2	1.4	.	-1
CCC1CCCCN1C(=O)CSc1nnc(-c2c[nH]c3ccccc23)o1 (configuration not stated)	-25	-2	96	-14	2	-2	-3.2	-4	-19
O=C(Cn1c(=O)c2c(ncn2Cc2ccccc2)n(Cc2ccccc2)c1=O)NC1CC1	4	2	79	26	2	-8	0.7	-3	-29
CON(C)c1nc(OCCNC(=O)OCc2ccc(Cl)cc2Cl)nc(N(C)C)n1	-1	3	92	-31	3	-2	0.1	4	25

A second format for 14 compounds above.
Second line of a record: p-CIP stab down	CHRM4 PAM	MEKK3 PB1 HTS	PHOSPHO1 inh	IDE inh	GalR3 antagonist	CRFBP-R2 agonist	IDE act	CRFBP-R2 block
> CCc1ccc(CCC(=O)Nc2sc3c(c2C#N)CCCC3)o1
 : 4	0	101	27	0	1	-1.6	-8	-3
> COc1ccc(CNC(=O)Cn2cc(C(F)(F)F)ccc2=O)cc1OC
 : -21	4	101	18	-2	-9	-0.6	0	-1
> CCOc1ccc2c(c1)sc(=NC(=O)C1CC1)n2C
 : -11	6	79	-22	0	-8	1.2	1	15
> Nc1ccn(CC(=O)NCc2ccccc2)c(=O)n1
 : .	8	.	.	-2	2	-1.9	4	-4
> c1ccc2cc(Sc3ncnc4c3oc3ccccc34)ccc2c1
 : -7	14	95	10	0	-2	5.1	-1	6
> COc1ccc(S(=O)(=O)N2CCN(c3ccccc3)CC2)cc1OC
 : .	-5	.	.	.	-4	-1.5	.	1
> CSC1=NCCN1S(=O)(=O)c1ccc(Cl)cc1
 : 4	1	102	-2	3	-2	-1.2	0	-3
> O=C(CNc1cc(S(=O)(=O)N2CCCC2)ccc1OCC(F)(F)F)Nc1ccc(SC(F)F)cc1
 : -11	-1	144*	-10	-2	1	19	-9	0
> COc1ccc(-c2cnnc(N/N=C/c3ccc(O)cc3)n2)cc1
 : -3	-5	128*	42	0	3	-6.0	1	9
> O=C(CSc1nc2ccccc2o1)Nc1nc(-c2ccccc2)cs1
 : 3	2	109	-10	5	-2	3.7	-10	-3
> Cn1c(=O)c2c(nc(Oc3ccccc3N)n2C)n(C)c1=O
 : 0	-6	103	.	.	-10	-0.5	1	-9
> Cc1nc2sc(C(c3cccs3)N3CCN(c4ccccc4)CC3)c(O)n2n1 (configuration not stated)
 : -11	6	107	19	6	.	-0.7	0	21
> COCc1cc(C)nc(NC2CCCCC2)c1C#N
 : 2	14	103	-17	1	-6	0.5	-1	-7
> COc1ccc(OC)c(C2CC(=O)N3CN(c4ccccc4)CSC3=C2C#N)c1 (configuration not stated)
 : -3	5	101	83*	7	.	1.9	-31	8

Other compounds.
SMILES	p-CIP stab down	CHRM4 PAM	MEKK3 PB1 HTS	PHOSPHO1 inh	IDE inh	GalR3 antagonist	CRFBP-R2 agonist	IDE act	CRFBP-R2 block
CCCCN(C)CCNC(=O)CSCc1ccc(C)cc1	3	10	104	9	-2	10	-6.3	4	5
N#C/C(=C\c1ccccc1)C(=O)NNS(=O)(=O)c1cccc([N+](=O)[O-])c1	.	3	.	.	4	2	2.8	4	-20
COc1ccc(NC(=O)CN(Cc2ccccc2)S(C)(=O)=O)cc1	0	-6	108	0	3	-4	-0.4	8	1
CCN(CC)S(=O)(=O)c1cccc(NC(=O)CN2C(=O)NC3(CCC(C)CC3)C2=O)c1 (configuration not stated)	.	5	.	.	.	2	-1.1	-3	-9
COC(=O)c1ccc(C(=O)NC(=S)Nc2nc3c(s2)CCCC3)cc1	4	3	103	-3	2	-6	2.6	0	-35
CCOC(=O)NN1C(=O)c2ccccc2NC1c1ccc(OC)cc1OC (configuration not stated)	-3	6	100	-10	-7	2	-2.9	5	0
COc1ccc(NC(=O)CSc2nnc(C3CCCCC3)n2-c2ccccc2)cc1	-10	1	109	43	7	-3	-1.9	-1	22
Cc1cccnc1NC(=O)CNC(=O)C1CCCCC1	.	3	.	.	-4	-4	0.3	3	-7
N#Cc1cc2cc3c(cc2nc1NCCNC(=S)NCCCN1CCOCC1)OCO3	14	1	108	8	-2	-6	0.9	-3	32
CCN(CC(=O)Nc1ccccc1C(F)(F)F)C(=O)CSCC(=O)Nc1cc(C)on1	.	23*	.	.	3	-3	0.0	7	-9
Cc1ccccc1OCC(=O)OCC(=O)Nc1cc(S(=O)(=O)N2CCCCC2)ccc1Cl	.	-7	.	.	-5	-3	2.5	5	19
COc1ccc(C2(O)CCN(Cc3nnnn3Cc3ccc(C)cc3)CC2)cc1	-28	-6	98	6	4	-6	0.3	-4	5
CCC(C)NC(=O)C1CCC(=O)N(c2cc(OC)c(OC)c(OC)c2)C1c1ccc(OC)cc1 (configuration not stated)	-24	0	101	9	7	-6	-1.1	3	21
Cc1ccc([C@@H]2CC=C(C(=O)O)[C@H](c3ccc(Cl)cc3)N2S(=O)(=O)c2ccc(C)cc2)cc1	.	6	.	.	6	7	17	-4	0
O=C(/N=C1\NC(=O)C(F)(C(F)(F)F)S1)NC1CCCCC1 (configuration not stated)	-2	4	101	52	0	-4	-0.7	-2	12
Cc1ccc(CNC(=O)CNS(=O)(=O)c2ccc3nc(C)sc3c2)cc1	6	-2	106	20	-4	3	-0.3	2	6
NCCCn1cnc2ccccc21	-15	-5	100	9	-3	6	0.5	9	13
COC(=O)/C(C#N)=C/c1c[nH]c2ccccc12	0	-1	105	18	1	-6	-1.1	-3	-3
O=C(Nc1ccccc1N1CCCCC1)c1ccco1	-8	-4	102	58	9	-2	0.1	1	-2
O=[N+]([O-])c1cccc(NC(=S)Nc2nc(-c3ccccc3Cl)cs2)c1	-10	-8	104	31	7	-3	5.8	2	-2
Cc1ccc(CN2CCN(/N=C/c3ccc(C(F)(F)F)cc3)CC2)c(C)c1	-3	-7	125	0	-2	-4	0.6	-7	-4
CC(=O)O[C@H]1C(=O)[C@@]2(C)[C@H]([C@H](OC(=O)c3ccccc3)[C@]3(O)C[C@H](OC(=O)[C@H](O)[C@@H](NC(=O)c4ccccc4)c4ccccc4)C(C)=C1C3(C)C)[C@]1(OC(C)=O)CO[C@@H]1C[C@@H]2O	.	-1	.	.	4	.	6.7	6	-72
Cc1cc(C(=O)Nc2nnc(C(F)(F)F)s2)cs1	-10	-4	97	28	2	-4	17	3	-25
O=C(O)CCCC(=O)N1CCN(c2nc(-c3ccccc3)c3ccccc3n2)CC1	-7	-6	96	11	-2	-1	-0.9	2	3
Fc1cccc(Cl)c1CSc1ccc(-c2ccco2)nn1	16	2	109	-17	6	-5	-3.0	-1	6

Quoted from the listing.
Reading for Cc1cc(C(=O)Nc2nnc(C(F)(F)F)s2)cs1 in PHOSPHO1 inh: 28
Reading for CCCCN(C)CCNC(=O)CSCc1ccc(C)cc1 in MEKK3 PB1 HTS: 104

New compounds follow.
SMILES	p-CIP stab down	CHRM4 PAM	MEKK3 PB1 HTS	PHOSPHO1 inh	IDE inh	GalR3 antagonist	CRFBP-R2 agonist	IDE act	CRFBP-R2 block
Cc1nnc(SCCOC(N)=O)n1C	-10	-2	101	16	.	-6	-0.5	-1	31
CCOC(=O)c1ccc(NC(=S)NC(=O)c2cncc(Br)c2)cc1	2	-2	105	23	-7	-12	0.1	6	-36
CCCn1c(N)c(C(=O)COc2ccc(Br)cc2F)c(=O)n(C)c1=O	5	-5	103	37	10	-8	0.6	-4	-3
Cc1ccc(-c2csc(NC(=O)/C=C/c3ccco3)c2C(=O)O)cc1	4	-2	104	19	-2	0	-1.3	8	45
S=C(NCc1ccco1)N1CCN(C/C=C/c2ccccc2)CC1	10	-2	101	-44	-1	-5	-0.9	-2	3
C/C(CC(=O)Nc1ccccc1)=N\NC(=O)COc1ccc(C)cc1Br	1	7	106	0	2	-3	0.0	3	-9
O=C(CSc1nnc(-c2cccs2)n1-c1ccccc1)N1CCOCC1	-10	1	101	7	11	0	-0.9	1	-5
COc1ccc2oc(C)c(NC(C)=O)c2c1	-8	-2	100	-12	1	-3	-2.4	6	-3
O=C(Cn1cnc2c(cnn2-c2ccc(F)cc2)c1=O)N1CCCc2ccccc21	-19	-1	112	14	-6	-3	-2.3	6	4
CSc1nc(-c2ccco2)nn1S(C)(=O)=O	-10	3	94	-20	0	-2	3.5	4	25
CCc1ccccc1-n1ncc(C(=O)Nc2ccccc2OC)c1C	-3	-7	101	40	0	-13	-1.7	4	9
Cc1cc(C)nc(Sc2nc(C)nc3c2oc2ccccc23)n1	-2	4	100	31	6	-3	0.8	-5	0
O=C1c2cccnc2C(=O)N1Cc1ccc(S(=O)(=O)NCc2ccco2)cc1	0	2	99	8	-3	2	-0.8	4	1
